Compound activity (PubChem)
TAAR1 agonist: agonists of human TAAR1; activation, % at 3 µM; AID 624467; Q96RJ0; 0.99% of 360,000 active; CHO RD-HGA16 TAAR1, Fluo-8 calcium fluorescence; vehicle wells 0%, saturating PEA agonist 100%;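 active = activation above the mean activation of all test compounds in the run plus 3 SD, cut at about 38% in these data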
Target sequence (Q96RJ0 whole entry, looked up): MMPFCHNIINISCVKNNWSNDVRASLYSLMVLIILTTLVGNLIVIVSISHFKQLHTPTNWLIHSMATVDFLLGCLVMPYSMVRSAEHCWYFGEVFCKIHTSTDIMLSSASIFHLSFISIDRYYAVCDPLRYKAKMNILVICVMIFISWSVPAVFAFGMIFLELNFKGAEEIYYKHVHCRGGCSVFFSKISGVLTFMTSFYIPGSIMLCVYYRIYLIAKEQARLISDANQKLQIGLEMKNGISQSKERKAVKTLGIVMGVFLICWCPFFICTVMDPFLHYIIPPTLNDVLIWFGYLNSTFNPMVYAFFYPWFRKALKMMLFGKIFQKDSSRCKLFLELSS
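Signal – calcium-sensitive Fluo-8 signal, excitation 470-495, emission 515-575 nm · System – RD-HGA16 (CHO) cells co-expressing Gα16 and hTAAR1 · Incubation – 17-24 h seeding, 75 min 37 °C dye, 30 min RT · Compound dosing – 3 µM single concentration · Repeats – no replicates (n 1)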
TAAR1 antag: human TAAR1 antagonism | Q96RJ0 | CHO RD-HGA16 TAAR1, Fluo-8 calcium fluorescence, antagonist | inhibition, % at 3 µM | 1.5% of 360,000 active | AID 624466;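 active = inhibition above a per-plate cutoff, the mean inhibition of test compounds on that plate plus 3 SD, cut at about 49% in these data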;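 also: 0% = DMSO plus EC80 beta-PEA response and 100% = DMSO alone without agonist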
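Assay system: CHO-derived RD-HGA16 cells stably expressing human TAAR1 plus Gα16. Timing: 140 s kinetic read after compound, 140 s after agonist. Technique: kinetic Fluo-8 calcium fluorescence measurement. Measure: % inhibition of agonist calcium response.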
M1 PAM parental: nonselective activator or artifact in parental CHO-K1 calcium assay; 0.02% of 360,000 active; ATP EC20, Fluo-8 calcium fluorescence; 0% at ATP EC20, 100% at ATP max; activation, % at 3 µM; AID 602247;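 active = activation above the run cutoff, the mean activation of all test compounds plus 3 SD, cut at about 40% in these data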;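 also: peak over basal fluorescence ratio in a 140 s read after ATP addition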
CHO-K1 Ca antag: counter-screen for M1 antagonists: effect in parental CHO-K1 cells. ATP-induced calcium, Fluo-8 fluorescence. AID 602250. 0.6% of 360,000 active. inhibition, % at 3 µM;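 active = inhibition above a per-plate cutoff, the plate's mean sample inhibition plus 3 SD, cut at about 24% in these data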;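 also: 0% = DMSO plus EC80 ATP and 100% = DMSO alone without ATP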
CHRM1 antagonist: antagonists of human M1 muscarinic receptor | inhibition, % at 3 µM | CHO-K1 hM1, Fluo-8 calcium fluorescence, ACh EC80 antagonist | 1.3% of 360,000 active | P11229;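 active = percent inhibition above its own plate's cutoff, namely the mean of that plate's compound wells plus 3 SD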;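 also: peak over basal fluorescence ratio during 140 s after agonist addition; 0% = ACh EC80 plus DMSO and 100% = DMSO alone without agonist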
CHO parental Ca: signal in parental CHO cells, OX1R antagonist counter-screen. parental CHO-K1, ATP-induced calcium, Fluo-8 fluorescence. inhibition, % at 5.6 µM. 0.63% of 330,000 active. AID 463079;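 active = inhibition above that plate's mean sample inhibition plus 3 SD, cut at about 26% in these data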;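 also: 0% = ATP-challenged DMSO wells and 100% = DMSO wells without ATP; some compounds past the cut are filed as inactive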
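Test system: untransfected parental CHO cell line; also added: ATP stimulus; dosing: 5.6 µM, single dose; signal: calcium-sensitive Fluo-8 fluorescence; measure: percent inhibition of ATP-evoked calcium rise, normalized to controls; benchmarks: low control ATP plus DMSO, high control DMSO only; replication: one well per compound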
M1 ag: agonists of human M1 muscarinic receptor; P11229; CHO-K1 hM1, Fluo-8 calcium fluorescence, agonist mode; 0% DMSO, 100% acetylcholine EC100; activation, % at 3 µM; 0.33% of 360,000 active;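 active = activation above the run's mean compound activation plus 3 SD, cut at about 16% in these data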;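 also: peak over basal fluorescence ratio within a 140 s kinetic read after compound addition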
CHO-K1 Ca ag: nonselective activator or artifact in parental CHO-K1 cells; AID 602248; Fluo-8 calcium fluorescence; scaled to maximal ATP response, vehicle zero; activation, % at 3 µM; 0.48% of 360,000 active; in the data active = activation above about 15%;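 also: untransfected CHO-K1 host cells lacking M1 receptor as counterscreen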
OXTR potentiate: potentiates the human oxytocin receptor response; activation, % at 3 µM; AID 2445; 0.061% of 320,000 active; P30559; CHO-OTR cells, Fluo-8 calcium fluorescence, potentiator mode; 0% = oxytocin EC15, 100% = EC100;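 active = activation above that plate's cutoff, the mean activation of tested compounds plus 3 SD, cut at about 6.6% in these data, passing the limit was not always enough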;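 also: 100% uses oxytocin at 75 nM as the full agonist control; some results filed as inactive read as strong as hits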
Target sequence (P30559 whole entry, looked up): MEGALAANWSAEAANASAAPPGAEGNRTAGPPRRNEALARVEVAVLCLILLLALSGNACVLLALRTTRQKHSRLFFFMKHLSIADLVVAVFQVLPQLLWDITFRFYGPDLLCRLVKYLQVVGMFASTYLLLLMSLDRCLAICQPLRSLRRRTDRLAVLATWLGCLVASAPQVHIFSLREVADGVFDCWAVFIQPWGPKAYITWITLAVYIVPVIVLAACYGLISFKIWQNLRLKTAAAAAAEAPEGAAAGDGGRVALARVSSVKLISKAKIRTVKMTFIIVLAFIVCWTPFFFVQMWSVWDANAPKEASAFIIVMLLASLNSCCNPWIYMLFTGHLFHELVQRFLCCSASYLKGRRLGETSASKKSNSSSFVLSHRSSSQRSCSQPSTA
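System: human OTR in CHO cells; Also added: sub-maximal oxytocin, roughly EC15; Timing: compound 6 min at room temperature before oxytocin, 100 s read; Technique: Fluo-8 intracellular calcium fluorescence, ex 470-495, em 515-575 nm; Controls: oxytocin EC15 low and EC100 high; Replication: singlicate.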
Numbers without * were called inactive; / = no result given.

SMILES	CHRM1 antagonist	TAAR1 agonist	CHO parental Ca	M1 ag	M1 PAM parental	TAAR1 antag	CHO-K1 Ca antag	OXTR potentiate	CHO-K1 Ca ag
CC(C(=O)NC1CCCC1)N1CCN(Cc2ccccc2)CC1 (stereo not given)	0	0	-8	-7	-11	0	0	-3	0.2
O=C(Nn1c(Cc2cccs2)nc2ccccc2c1=O)c1ccc(F)c(F)c1	-8	11	-11	-4	9	0	-4	-14	0.4
CCOc1ccc(CCN2C(=S)N([C@@H](Cc3ccc(O)cc3)CN3CCC[C@@H]3CN3C(=S)NC[C@@H]3Cc3ccccc3)C[C@@H]2Cc2ccccc2)cc1	1	3	/	-3	7	-5	7	/	0.0
CCOc1ccc(S(=O)(=O)N2CCN(Cc3ccc4c(c3)OCO4)CC2)cc1Cl	7	-3	-20	-5	-25	-6	-23	-6	-0.9
Cc1cccc(OCCCC(=O)NC(C)c2ccccc2)c1 (stereo not given)	3	1	-41	2	-4	-23	-6	-11	0.1
COc1cccc(CNS(=O)(=O)c2ccc3c(c2)N(C(C)=O)CCO3)c1	-1	3	-6	1	4	-15	18	-4	9.3
CSCc1cc(N(C)c2ccccc2)nc(-c2ccccn2)n1	-11	5	-16	-7	9	3	-19	-6	1.1
COc1cc(C(C)=O)ccc1OCC(=O)Nc1ccc(C)c(S(=O)(=O)N2CCCCCC2)c1	37*	18	33*	0	-16	77*	8	-9	16*
COc1cc(-c2nc(S(=O)(=O)c3ccc(C)cc3)c(N3CCOCC3)o2)cc(OC)c1OC	-15	-2	-8	0	17	-8	-12	8	0.7
CCCCCOC(=O)C1=C(C)NC(=O)NC1c1ccc(N(C)C)cc1 (stereo not given)	-2	6	-23	-6	15	-42	4	-1	15
Cc1cccc2[nH]c(CCNC(=O)C3CCC(=O)N(CCc4cccc(F)c4)C3)nc12 (stereo not given)	-19	6	-12	-2	-2	-20	-9	-3	0.3
O=C(CSc1nc2nn(-c3ccccc3)c(=O)c-2c2n1CCCCC2)NCCCc1ccccc1	6	1	-27	-6	1	-18	2	-3	0.6
COc1ccc(C2=NN(C(=O)CN3CCOCC3)C(c3nc4ccccc4[nH]3)C2)cc1 (stereo not given)	-2	5	-10	-8	14	-1	5	-2	3.6
COC(=O)C(C)Oc1ccc(-c2nccc(-c3ccccn3)n2)cc1 (stereo not given)	-3	-2	-20	-7	-11	-12	-10	0	-1.1
COCCNC(=O)/C(C#N)=C/c1c(N2CCCCCC2)nc2ccccn2c1=O	3	4	-12	-5	2	-16	-13	3	2.0
C[C@@H]1CN([C@@H](C)CO)C(=O)c2cc(Br)cnc2O[C@H]1CN(C)C(=O)C1CC1	-7	3	/	0	2	-16	-4	/	0.3
CN1CCN(Cc2nc3c(c(=O)n(C)c(=O)n3C)n2Cc2cccc3ccccc23)CC1	11	3	/	-6	-1	18	-19	/	0.4
C=CCC(NCc1ccccc1)c1ccc(OC)cc1 (stereo not given)	7	0	/	-7	-10	-2	1	/	0.4
CCn1c(CNc2ccc(C)cc2)nnc1SCC(=O)NCc1ccccc1	-3	-1	-14	-5	24	-5	-23	2	0.3
COc1ccc(NS(=O)(=O)c2ccc(N3CCN(CCO)CC3)c([N+](=O)[O-])c2)cc1	20	6	20	-3	8	-2	5	-13	7.3
COc1cccc(NC(=O)C(C)Oc2ccccc2)c1 (stereo not given)	-8	1	-5	-2	6	-19	1	-5	-0.1
COCCN1C[C@@H](CO)O[C@@H](n2cnc3c(NCc4ccc(F)cc4)ncnc32)C1	-4	2	/	0	-9	2	2	/	-0.4
CC1CCc2nc(NC(=O)C3COc4ccccc4O3)sc2C1 (stereo not given)	-5	0	-21	-4	-3	-20	6	-3	0.5
Cc1ccc(/C(O)=C2\C(=O)C(=O)N(CCCN3CCOCC3)C2c2ccccc2F)cc1 (stereo not given)	-13	1	/	0	13	-19	-1	/	1.1
O=C(O)C[C@H]1c2cc(C(F)(F)F)ccc2S(=O)(=O)N1C1CCCCC1	0	3	-6	-1	-17	4	-1	-10	-0.4

2 compounds picked at random from those above:
SMILES	CHRM1 antagonist	TAAR1 agonist	CHO parental Ca	M1 ag	M1 PAM parental	TAAR1 antag	CHO-K1 Ca antag	OXTR potentiate	CHO-K1 Ca ag
COc1cccc(NC(=O)C(C)Oc2ccccc2)c1 (stereo not given)	-8	1	-5	-2	6	-19	1	-5	-0.1
O=C(Nn1c(Cc2cccs2)nc2ccccc2c1=O)c1ccc(F)c(F)c1	-8	11	-11	-4	9	0	-4	-14	0.4

Next section.
SMILES	CHRM1 antagonist	TAAR1 agonist	CHO parental Ca	M1 ag	M1 PAM parental	TAAR1 antag	CHO-K1 Ca antag	OXTR potentiate	CHO-K1 Ca ag
COc1ccccc1Cc1c(-c2cccc(Br)c2)nc2ccc(Br)cn12	-22	-3	/	-4	-11	5	3	/	-0.5
Nc1cccc(-c2cn3cc(C(F)(F)F)cc(Cl)c3n2)c1	-4	0	-8	-5	10	2	-4	1	0.1
CCCc1cc(C(=O)Nc2ccccc2SC)no1	13	-2	-7	-5	19	6	5	3	3.8
NC(=O)NC(CC(=O)NNC(=O)c1ccccn1)c1ccccc1Cl (stereo not given)	-4	0	-7	-2	19	18	8	1	1.3
CCOC1CCCCC1NS(=O)(=O)c1ccc(Cl)cc1 (stereo not given)	7	3	-19	-5	-12	-6	39*	5	-0.3
CCOC(=O)Cc1csc(NS(=O)(=O)Cc2ccccc2)n1	0	15	3	-2	-2	8	2	-19	0.4
CC(C)C(OC(=O)c1nsc(Cl)c1Cl)C(=O)NCc1ccccc1 (stereo not given)	-15	3	-12	-14	17	-9	-15	-4	-0.2
CCOc1cc(/C=C(/C#N)c2ccc(F)cc2)ccc1OCc1ccc(C(=O)O)o1	-51	27	-8	5	23	-9	-18	-6	-0.3
O=C(COC(=O)C1CCCN1C(=O)C12CC3CC(CC(C3)C1)C2)c1ccc(Br)cc1 (stereo not given)	1	2	-18	-7	-6	-6	9	-7	-0.6
CCc1nccn1S(=O)(=O)c1ccc(C)c(C)c1	-6	1	6	-1	17	-7	-10	-9	0.1
CC(=O)c1ccc(OCc2cc(C(=O)NCCN3CCCC(O)C3)no2)cc1 (stereo not given)	3	12	-3	-3	-22	-22	9	-6	0.4
CC1CCCCN1C(=S)Nc1ccc2nc3n(c(=O)c2c1)CCCCC3 (stereo not given)	-10	4	-16	-13	11	-14	-2	-6	0.5
Cc1cccc(CSC2=NCCN2C(=O)c2ccc(Br)o2)c1	7	0	-3	-3	-5	-3	4	-2	0.1
CC1CCCCC1NC(=O)Cn1c(=O)oc2cc(S(=O)(=O)N3CCCC3)ccc21 (stereo not given)	10	3	5	-10	2	-11	5	-7	0.6
COc1cc(C(=O)NCc2nnc(SCC(=O)N3CCC(C)CC3)o2)cc(OC)c1OC	-23	7	-12	-4	16	10	-12	-1	0.0
CCOc1ccc2nc(NC(=O)CC3Oc4ccccc4NC3=O)sc2c1 (stereo not given)	-18	2	-8	-2	20	-6	-14	-4	1.1
COc1ccc(C(=S)Nc2ccccc2)cc1	-2	4	7	-4	14	6	-7	-6	-0.2
C=CCSC1=C(C#N)C2(CCCCC2)C(C#N)C(=O)N1 (stereo not given)	-12	11	-10	-5	17	1	-7	2	1.5
CN(CCO)c1nc(N)c(C#N)c(CC#N)c1C#N	1	2	-8	-2	15	-11	-16	1	2.0
O=C(CSc1nnc(-c2ccc(Cl)cc2)n1Cc1ccco1)NCc1ccc2c(c1)OCO2	-14	7	-20	0	27	-7	-5	0	1.8
COc1cc(S(=O)(=O)N2CCOCC2)ccc1NC(=O)COC(=O)c1cc(OC)c(OC)c(OC)c1	-15	1	-15	-1	9	6	-9	-1	0.9

Arranged by SMILES length (ascending): part of the list above
SMILES	CHRM1 antagonist	TAAR1 agonist	CHO parental Ca	M1 ag	M1 PAM parental	TAAR1 antag	CHO-K1 Ca antag	OXTR potentiate	CHO-K1 Ca ag
CCc1nccn1S(=O)(=O)c1ccc(C)c(C)c1	-6	1	6	-1	17	-7	-10	-9	0.1
CCOC1CCCCC1NS(=O)(=O)c1ccc(Cl)cc1 (stereo not given)	7	3	-19	-5	-12	-6	39*	5	-0.3
Cc1cccc(CSC2=NCCN2C(=O)c2ccc(Br)o2)c1	7	0	-3	-3	-5	-3	4	-2	0.1
CC(C)C(OC(=O)c1nsc(Cl)c1Cl)C(=O)NCc1ccccc1 (stereo not given)	-15	3	-12	-14	17	-9	-15	-4	-0.2
COc1ccccc1Cc1c(-c2cccc(Br)c2)nc2ccc(Br)cn12	-22	-3	/	-4	-11	5	3	/	-0.5
CC(=O)c1ccc(OCc2cc(C(=O)NCCN3CCCC(O)C3)no2)cc1 (stereo not given)	3	12	-3	-3	-22	-22	9	-6	0.4
CCOc1cc(/C=C(/C#N)c2ccc(F)cc2)ccc1OCc1ccc(C(=O)O)o1	-51	27	-8	5	23	-9	-18	-6	-0.3
O=C(CSc1nnc(-c2ccc(Cl)cc2)n1Cc1ccco1)NCc1ccc2c(c1)OCO2	-14	7	-20	0	27	-7	-5	0	1.8
O=C(COC(=O)C1CCCN1C(=O)C12CC3CC(CC(C3)C1)C2)c1ccc(Br)cc1 (stereo not given)	1	2	-18	-7	-6	-6	9	-7	-0.6
